HDAC3 inhib: HDAC3 deacetylase inhibitors, primary screen, biochemical, fluorescence, cell-free homogeneous; Histone deacetylase 3 (Homo sapiens), O15379; hit rate 0.15% among 320,000; inhibition, % at 8.3 µM; recombinant HDAC3, fluorogenic peptide/trypsin coupled; in the data active means inhibition above about 26%, passing the limit was not always enough; inconclusive means no clear call, values can overlap the other calls
Target sequence (O15379 whole entry, looked up): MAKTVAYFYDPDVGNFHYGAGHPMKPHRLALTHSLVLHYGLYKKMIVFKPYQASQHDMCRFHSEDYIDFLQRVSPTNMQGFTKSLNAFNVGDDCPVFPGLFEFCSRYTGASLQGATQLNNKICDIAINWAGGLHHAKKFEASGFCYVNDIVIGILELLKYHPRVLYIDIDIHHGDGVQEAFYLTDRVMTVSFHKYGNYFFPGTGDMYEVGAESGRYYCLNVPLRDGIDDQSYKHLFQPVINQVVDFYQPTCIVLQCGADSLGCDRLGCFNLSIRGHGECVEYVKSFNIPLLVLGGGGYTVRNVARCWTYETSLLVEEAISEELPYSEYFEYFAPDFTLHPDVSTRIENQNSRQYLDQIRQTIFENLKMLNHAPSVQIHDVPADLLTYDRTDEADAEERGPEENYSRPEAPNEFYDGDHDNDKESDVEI
* hit, by the source's call; ? = inconclusive. A portion of the library; rates above refer to the full screens.

entry | canonical_smiles | HDAC3 inhib
1 | CC1CC(C)CN(C(=O)COC(=O)c2ccc3c(c2)OCCO3)C1 (stereo not drawn) | -1.9
2 | CCc1cc(C(=O)N2CCN(S(=O)(=O)c3cc(C)ccc3C)CC2)sc1C | 10.3
3 | COc1cc(C(=O)NNC(=O)CNC(=O)C2CCCCC2)ccc1OC(C)C | -1.6
4 | COc1ccc(S(=O)(=O)Nc2cccc3c2O[C@H](CN(C)S(=O)(=O)c2cccs2)[C@@H](C)CN([C@H](C)CO)C3=O)cc1 | -1.1
5 | CC(=O)Nc1c(I)c(C(=O)N[C@H]2C(O)O[C@H](CO)[C@@H](O)[C@@H]2O)c(I)c(N(C)C(C)=O)c1I (stereo partly drawn) | 2.2
6 | Cc1nn(CC(=O)OCC(=O)c2ccc(OC(F)F)cc2)c(C)c1[N+](=O)[O-] | 3.0
7 | COCCn1c(SCC(=O)c2c(N)n(C3CC3)c(=O)[nH]c2=O)nnc1-c1cccc(C)c1 | -0.6
8 | CCOC(=O)N1CCN(C(=O)c2ccc(S(=O)(=O)Nc3ccc(C)cc3)cc2)CC1 | 4.7
9 | CCOc1ccc2c(c1)C(C)=CC(C)(C)N2 | -2.9
10 | COc1cc2cc(C(C)(C)O)oc(=O)c2cc1OC | 3.8
11 | Cc1ccsc1C(=O)Nc1ccc(S(=O)(=O)N2CCOCC2)cc1 | -3.3
12 | Cc1ccc(S(=O)(=O)N2[C@@H](c3cccc(Cl)c3)C(C(=O)O)=CC[C@H]2c2ccc3c(c2)OCO3)cc1 | 9.7
13 | C#CCOCCOCCOCCNc1nc(N2CCN(C(=O)[C@H]([C@@H](C)CC)n3cc(CCCCN)nn3)CC2)nc(N2CCN(C(=O)[C@H](CCCCN)n3cc(CCCC)nn3)CC2)n1 | 3.0
14 | COc1ccc2c(C#CCCO)c(-c3ccc(S(C)(=O)=O)cc3)sc2c1 | -107.6
15 | Cc1cc(C)c(NC(=O)COC(=O)C2CCCO2)c(C)c1 (stereo not drawn) | 1.5
16 | CCn1c(CCC(N)=O)nnc1SCC(=O)Nc1cccc(S(=O)(=O)N2CCCC2)c1 | 1.1
17 | Cc1ccc(NC(=O)C(c2ccccc2)N2CCN(CC(=O)NC3CC3)CC2)cc1 (stereo not drawn) | -0.6
18 | CC(=O)Nc1ccc(C(=O)COC(=O)c2cccs2)c(F)c1 | 7.9
19 | Cn1cccc1C(=O)OCC(=O)NNC(=O)c1ccc([N+](=O)[O-])cc1 | 1.3
20 | CN(C(=O)c1cccc(NC(=O)C2CCCN(C(=O)OC(C)(C)C)C2)c1)C1CCCC1 (stereo not drawn) | 7.7
21 | C=CCC[C@@H](Cc1ccc(F)cc1)C(=O)OC[C@H](Cc1c[nH]c2ccccc12)NC(=O)[C@@H](CC=C)CC(=O)N[C@@H](CO)Cc1ccccc1 | -3.2
22 | CCCn1c(N)c(C(=O)CSc2nnc(-c3c[nH]c4ccccc34)n2C2CC2)c(=O)[nH]c1=O | 1.2
23 | COc1ccccc1N(CCC#N)C(=O)CSc1nnc2ccccn12 | -0.9
24 | O=C(C1COc2ccccc2O1)N1CCCCC1 (stereo not drawn) | -0.4
25 | C=CCn1cc(C(=O)NCCCOC)c(=O)c2cc(S(=O)(=O)N3CCC(C)CC3)ccc21 | -5.6
26 | COc1cc(OC)cc(-c2c(-c3cccs3)c3cc(-c4ccc(OC)cc4F)ccc3n2C)c1 | -11.3
27 | Cc1cccc(N2CC(C(=O)Nc3ccc(N4CCOCC4)cc3)CC2=O)c1C (stereo not drawn) | -0.4
28 | CC1(C)Oc2ccc3ccc(=O)oc3c2C[C@H]1O[C@@H]1O[C@H](CO)[C@@H](O)[C@H](O)[C@H]1O | 4.2
29 | CCC(C)(C)C1CCC2(CC1)NC(=O)N(CC(=O)NCCc1ccc(OC)c(OC)c1)C2=O (stereo not drawn) | 3.3
30 | NS(=O)(=O)c1ccc(CCNC(=O)CSCC(=O)Nc2ccc(Cl)cc2)cc1 | 3.5
31 | COCCN(C(=O)c1ccc(NC2CC2)c([N+](=O)[O-])c1)c1c(N)n(CC(C)C)c(=O)[nH]c1=O | -16.8
32 | Cc1c(C2(O)CCCCC2)[nH]c2cnccc12 | -50.4
33 | O=C(NN=Cc1ccc(O)cc1)c1ccccc1NS(=O)(=O)c1cccs1 | -1.1
34 | CNc1ccc(C(=O)OCC(=O)Nc2ccnn2C(C)C)cc1[N+](=O)[O-] | 4.1
35 | CCOC(=O)C1=C(C)NC(C)=C(C(=O)OCC)C1C(=O)OCC(=O)NCc1ccco1 | -1.1
36 | COc1cc([N+](=O)[O-])ccc1NC(=O)COC(=O)C1=NN(c2ccccc2)C(=O)CC1 | 5.8
37 | COc1cc2cnc(-c3ccccc3)c(C(=O)c3ccc(F)cc3)c2cc1OC | 5.2
38 | COc1ccc(CCNC(=O)COC(=O)c2ccc([N+](=O)[O-])o2)cc1 | 1.2
39 | CC(C)C(NC(=O)c1ccccc1F)C(=O)NCCCn1ccnc1 (stereo not drawn) | 0.4
40 | O=C(Nc1ccc(N2CCOCC2)cc1N1CCOCC1)c1ccccc1 | -10.2
41 | COc1ccccc1N(CCC#N)C(=O)COC(=O)CCC(=O)c1ccc(F)cc1 | 1.3
42 | C=CCNc1nc(C(=O)OCC(=O)Nc2ccccc2C(F)(F)F)cs1 | -3.0
43 | O=C(CNC(=O)c1n[nH]c2ccccc12)Nc1ccc(F)c(F)c1F | -7.1
44 | CN(c1ccccc1)S(=O)(=O)c1cccc(NC(=O)c2ccc(=O)[nH]n2)c1 | -2.1
45 | CC(C)(O)CCC(C)(C)O | 1.5
46 | CC(C)C(NC(=O)c1ccccc1)C(=O)N1CCN(C/C=C/c2ccccc2)CC1 (stereo not drawn) | 1.5
47 | O=C(OCC(=O)N1CCc2ccccc2C1)c1ccc(F)cc1Cl | 6.7
48 | COc1cc2nc(CN3CCN(S(=O)(=O)c4ccccc4C(F)(F)F)CC3)[nH]c(=O)c2cc1OC | 2.0
49 | COc1ccc(N2CCN(C(=O)CN3c4cccc5cccc(c45)S3(=O)=O)CC2)cc1 | -2.4
50 | Cc1cccc(NC(=O)COC(=O)c2nn(C)c(=O)c3ccccc23)c1C | 3.3
51 | O=c1ccc(S(=O)(=O)N2CCCC2)c[nH]1 | -1.1
52 | Cc1nc(SCC(=O)N2CCOCC2)c2c(=O)n(C)c(=O)n(CC(C)C)c2n1 | 1.4
53 | O=C(Cc1ccccc1)Nc1ccc2c(c1)OC1(CCCC1)O2 | 7.5
54 | COCC(=O)Nc1ccc(N2CCOCC2)c(S(=O)(=O)Nc2ccccc2OC)c1 | 5.4
55 | Cc1cc(C(=O)CN2C(=O)NC(CC(C)C)C2=O)c(C)n1C1CC1 (stereo not drawn) | -1.0
56 | CC1(c2ccc3ccccc3c2)NC(=O)N(CC(=O)Nc2ncccc2O)C1=O (stereo not drawn) | 3.7
57 | Cc1noc(C)c1NC(=O)N(C)C[C@H]1Oc2ccc(NS(=O)(=O)c3cccs3)cc2C(=O)N([C@H](C)CO)C[C@@H]1C | -0.4
58 | Cc1cc(C(=O)NNC(=O)c2ccccc2F)c2ccccc2n1 | -5.4
59 | CCCCc1nnc(NC(=O)Cc2ccc(S(=O)(=O)N3CCOCC3)s2)s1 | -16.9
60 | Cc1ccc(SCC(=O)OCC(=O)NCCc2ccccc2)cc1C | 2.0

Further results.
entry | canonical_smiles | HDAC3 inhib
61 | CCOc1ccc(C(=O)NCC(=O)OCc2nnc(-c3ccccc3)o2)cc1OCC | -0.4
62 | CC1CCN(C(=O)Cn2cc(C(F)(F)F)ccc2=O)c2ccccc2S1 (stereo not drawn) | 14.6
63 | CC1(C(=O)OCC(=O)NCc2ccc(Cl)cc2)CC1(Cl)Cl (stereo not drawn) | ?
64 | COc1ccc(CCNC(=O)COc2ccc3c(C)cc(=O)oc3c2)cc1 | -3.1
65 | O=C1C=C(/C=C/C2C=CC=CC2)C[C@@H](c2ccc(Cl)cc2)C1 (stereo partly drawn) | -3.2
66 | O=C(O)c1cccc(OS(=O)(=O)c2cc(Br)ccc2Br)c1 | -1.9
67 | Cc1ccc(NC(=O)COC(=O)c2nn(C)c(=O)c3ccccc23)cc1F | 1.0
68 | CC(C)c1ccc(C(=O)CN2C(=O)NC3(CCc4ccccc43)C2=O)cc1 (stereo not drawn) | 1.4
69 | Cn1cccc1C(=O)OCC(=O)Nc1ccc2[nH]c(=O)[nH]c2c1 | -0.2
70 | CC1CCN(C(=O)COC(=O)c2ccc(N3CCCC3=O)cc2)CC1 | -3.6
71 | CCN(c1ccccc1)S(=O)(=O)c1cc(NC(=O)C2CC2)ccc1Cl | 1.9
72 | NC(=O)c1nc[nH]c1C(=O)Nc1cccc(C(F)(F)F)c1 | 2.0
73 | CCN(C(=O)Cn1cnc2c1c(=O)n(C)c(=O)n2C)C1CCS(=O)(=O)C1 (stereo not drawn) | 1.9
74 | N#CCCN(C(=O)COC(=O)c1cc(=O)c2ccccc2o1)c1ccccc1 | -5.4
75 | C[C@H](CO)N1C[C@H](C)[C@@H](CN(C)C)Oc2c(NC(=O)c3ccncc3)cccc2C1=O | 0.6
76 | O=C(NCC(=O)N1CCCCCCC1)c1ccccc1Cl | 0.2
77 | CS(=O)(=O)c1ccc(NS(=O)(=O)c2ccc(Cl)c(C(=O)NC3=NCCS3)c2)cc1 | -0.6
78 | CC(=O)c1ccccc1NC(=O)COC(=O)CCC1CCCC1 | 0.8
79 | COc1cc(C(=O)NNC(=O)CCOc2cccc(Br)c2)cc(OC)c1OC | -0.7
80 | COc1ccc2nc(-c3ccccc3)cc(C(=O)OCC(=O)N3CC(C)OC(C)C3)c2c1 (stereo not drawn) | -47.5
81 | O=C(NNC(=O)c1ccc(Br)s1)c1ccc(F)c(S(=O)(=O)N2CCOCC2)c1 | 5.6
82 | O=C(CNC(=O)C1CCCCC1)OC(C(=O)c1ccccc1)c1ccccc1 (stereo not drawn) | -1.4
83 | Cc1cccc(N2N=C(C(=O)Nc3ccc(Cl)c(S(=O)(=O)N4CCOCC4)c3)CCC2=O)c1 | 11.3
84 | Cc1noc(C)c1NC(=O)N(C)C[C@H]1Oc2ccc(NC(=O)C3CCCCC3)cc2C(=O)N([C@H](C)CO)C[C@@H]1C | -1.2
85 | CCN(CC(=O)NCc1ccc(F)cc1)S(=O)(=O)c1ccc(Cl)s1 | -1.4
86 | CCCC(NCC(=O)Nc1cc(S(=O)(=O)N2CCOCC2)ccc1OC)c1ccccc1 (stereo not drawn) | 7.9
87 | CCN(CC(=O)Nc1ccccc1C(F)(F)F)C(=O)C1CCN(C(=O)Nc2ccccc2)CC1 | -1.2
88 | COc1ccc(-n2ccnc2SCC(=O)NC2CCCC2)cc1 | -0.5
89 | Cn1nnnc1Sc1ncnc2scc(-c3cccc(Br)c3)c12 | -0.1
90 | COc1cc(N)c(Cl)cc1C(=O)OCC(=O)NC(=O)NCc1ccco1 | -2.2
91 | Cc1ccc(NC(=O)CCCOc2ccccc2)cc1S(=O)(=O)N1CCOCC1 | 0.4
92 | O=C(Nc1cccc(S(=O)(=O)NC2=NCCC2)c1)c1ccc(F)cc1F | 5.0
93 | COc1ccc(C(=O)OCC(=O)c2ccc[nH]2)c(OC)c1 | 3.4
94 | CCCc1cc(=O)[nH]c(SCC(=O)N2CCc3cc(OC)c(OC)cc3C2)n1 | -4.2
95 | CSc1ccccc1NC(=O)COC(=O)Cn1cc(C(F)(F)F)ccc1=O | 0.8
96 | Cc1nc(-c2cccc(NC(=O)c3ccc(-n4cccn4)cc3)c2)cs1 | -4.8
97 | Cc1cc(OCC(=O)NNC(=O)c2cccc(F)c2)ccc1Cl | -5.8
98 | COc1ccc(CN(C)S(=O)(=O)c2c(C)noc2C)cc1OC | 3.7
99 | C[C@H](CO)N1C[C@H](C)[C@@H](CN(C)C(=O)Nc2ccc3c(c2)OCO3)Oc2c(NC(=O)c3ccncc3)cccc2C1=O | 0.5
100 | C[C@@H](C(=O)Nc1ccccc1N1CCOCC1)N1C(=O)C2CCCCC2C1=O (stereo partly drawn) | 8.6
101 | Cc1ccc(C)c(S(=O)(=O)Nc2ccc(C(=O)N3CC(C)OC(C)C3)cc2)c1 (stereo not drawn) | 1.7
102 | O=C(COC(=O)c1ccccc1OCc1ccccc1Cl)NCC1CCCO1 (stereo not drawn) | -3.1
103 | Cc1nn(-c2cccc(Cl)c2)nc1C(=O)Nc1cccc(C(=O)NC2CC2)c1 | 6.2
104 | N#Cc1cccc(NC(=O)CSc2cccc[n+]2[O-])c1 | -1.3
105 | Cc1ccc(CNC(=O)Cn2cnc3c(OCc4ccccc4)ncnc32)o1 | 9.7

Reprinted: nos. 91 to 97
entry | canonical_smiles | HDAC3 inhib
91 | Cc1ccc(NC(=O)CCCOc2ccccc2)cc1S(=O)(=O)N1CCOCC1 | 0.4
92 | O=C(Nc1cccc(S(=O)(=O)NC2=NCCC2)c1)c1ccc(F)cc1F | 5.0
93 | COc1ccc(C(=O)OCC(=O)c2ccc[nH]2)c(OC)c1 | 3.4
94 | CCCc1cc(=O)[nH]c(SCC(=O)N2CCc3cc(OC)c(OC)cc3C2)n1 | -4.2
95 | CSc1ccccc1NC(=O)COC(=O)Cn1cc(C(F)(F)F)ccc1=O | 0.8
96 | Cc1nc(-c2cccc(NC(=O)c3ccc(-n4cccn4)cc3)c2)cs1 | -4.8
97 | Cc1cc(OCC(=O)NNC(=O)c2cccc(F)c2)ccc1Cl | -5.8

The list continues:
entry | canonical_smiles | HDAC3 inhib
106 | O=C(c1cccc(S(=O)(=O)NCc2ccc3c(c2)OCO3)c1)N1CCCC1 | -0.5
107 | O=S(=O)(c1cccc2cnccc12)N1CCNCC1 | 1.0
108 | O=C(CSc1nnc(-c2ccc3c(c2)OCO3)o1)Nc1c(F)cccc1F | 3.2
109 | CC(C)(C)OC(=O)C[C@H]1C/C=C\C[C@@H](CC(=O)N[C@H](CO)Cc2ccccc2)C(=O)N2CCC[C@H]2COC1=O | -3.0
110 | CCOc1cc(N2CCOCC2)c(OCC)cc1NC(=O)C(C)Oc1ccccc1 (stereo not drawn) | 0.7
111 | Cc1ccnc(SCC(=O)Nc2cccc(S(=O)(=O)N3CCOCC3)c2)n1 | -2.1
112 | Cc1cc(NC(=O)c2ccc3nccnc3c2)ccc1Br | -0.6
113 | O=C(NCCN1CCOCC1)c1ccccc1OCc1ccccc1 | 4.9
114 | CCOc1ccc(C(=O)NCC(c2cccs2)N2CCOCC2)cc1 (stereo not drawn) | -2.4
